Screening data from PubChem.
CHO-K1 Ca antag – counter-screen for M1 antagonists: effect in parental CHO-K1 cells | ATP-induced calcium, Fluo-8 fluorescence | inhibition, % at 3 µM | hit rate 0.6% among 360,000 | AID 602250;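 active = inhibition above a per-plate cutoff, the plate's mean sample inhibition plus 3 SD, cut at about 24% in these data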;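 note: 0% = DMSO plus EC80 ATP and 100% = DMSO alone without ATP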
CHO parental Ca – ATP-evoked calcium signal inhibitors, parental CHO, primary screen, counter-screen for OX1R antagonist project, cell-based, fluorescence, Fluo-8 calcium dye; hit rate 0.63% among 330,000; AID 463079, 2010; parental CHO-K1, ATP-induced calcium, Fluo-8 fluorescence; inhibition, % at 5.6 µM;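 active = inhibition above that plate's mean sample inhibition plus 3 SD, cut at about 26% in these data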;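 note: 0% = ATP-challenged DMSO wells and 100% = DMSO wells without ATP; some compounds past the cut are filed as inactive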
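Assay system: untransfected parental CHO cell line. Also added: ATP agonist challenge. Dosing: one dose, 5.6 µM nominal. Measured by: Fluo-8 fluorescence. Read-out: % inhibition. Benchmarks: ATP wells versus no-ATP DMSO wells. Repeats: no replicates.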
OXTR agonist – human OXTR agonists, primary screen, fluorescence, CHO-OTR cells, Fluo-8 calcium; AID 2435, 2010; activation, % at 3 µM; hit rate 0.32% among 320,000; Oxytocin receptor (Homo sapiens), P30559; Fluo-8 calcium fluorescence; normalized: DMSO 0%, oxytocin 100%;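 active = activation above the mean of all tested compounds plus 3 SD, cutoff set per screening run, cut at about 20% in these data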;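 note: peak over basal fluorescence ratio from a 100 s FLIPR kinetic read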
TAAR1 antag – human TAAR1 antagonists, primary screen, Fluo-8 calcium fluorescence, CHO RD-HGA16 cells; Trace amine-associated receptor 1 (Homo sapiens), Q96RJ0; antagonist; inhibition, % at 3 µM; hit rate 1.5% among 360,000;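 active = inhibition above a per-plate cutoff, the mean inhibition of test compounds on that plate plus 3 SD, cut at about 49% in these data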;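 note: 0% = DMSO plus EC80 beta-PEA response and 100% = DMSO alone without agonist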
Target sequence (Q96RJ0 whole entry, looked up): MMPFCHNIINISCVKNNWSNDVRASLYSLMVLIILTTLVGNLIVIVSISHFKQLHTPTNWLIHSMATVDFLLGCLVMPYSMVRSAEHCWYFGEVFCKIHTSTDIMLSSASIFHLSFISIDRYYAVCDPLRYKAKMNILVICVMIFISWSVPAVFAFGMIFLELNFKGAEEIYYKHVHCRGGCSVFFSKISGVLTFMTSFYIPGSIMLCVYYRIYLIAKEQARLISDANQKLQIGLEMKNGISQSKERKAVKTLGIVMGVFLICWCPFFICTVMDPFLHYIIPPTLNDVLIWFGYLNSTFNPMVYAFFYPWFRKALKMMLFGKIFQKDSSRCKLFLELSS
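Material: RD-HGA16 CHO cells with stable hTAAR1 and Gα16; Dosing: single nominal final test compound concentration of 3 µM; Schedule: seeding 17-24 h prior, 75-min 37 °C, 30-min RT dye loading; Detection: kinetic Fluo-8 calcium fluorescence measurement; Measure: % inhibition from peak post-agonist over basal fluorescence ratio; Benchmarks: vehicle and agonist controls.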
CHO-K1 Ca PAM – nonselective calcium activators in parental CHO-K1 cells, primary screen, counter-screen for M1 PAM project, cell-based, Fluo-8 calcium fluorescence, full deck, 1536-well. ATP EC20; 0% at ATP EC20, 100% at ATP max. activation, % at 3 µM. hit rate 0.02% among 360,000. AID 602247, 2012;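 active = activation above the run cutoff, the mean activation of all test compounds plus 3 SD, cut at about 40% in these data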;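 note: peak over basal fluorescence ratio in a 140 s read after ATP addition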
OXTR potentiator – human OXTR potentiators, primary screen, fluorescence, CHO-OTR cells, Fluo-8 calcium; Oxytocin receptor (Homo sapiens), P30559; Fluo-8 calcium fluorescence, potentiator mode; 0% = oxytocin EC15, 100% = EC100; activation, % at 3 µM; hit rate 0.061% among 320,000; AID 2445, 2010;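 active = activation above that plate's cutoff, the mean activation of tested compounds plus 3 SD, cut at about 6.6% in these data, passing the limit was not always enough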;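 note: 100% uses oxytocin at 75 nM as the full agonist control; some results filed as inactive read as strong as hits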
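Material: CHO-OTR cells, human receptor; compound dosing: single dose, 3.0 µM nominal final compound concentration; schedule: 6 min compound pre-incubation at room temperature, 100 s kinetic read; measured by: kinetic Fluo-8 calcium fluorescence; read-out basis: % activation vs EC15 and EC100 oxytocin; controls: EC15 oxytocin alone as 0%, 75 nM oxytocin as 100%; replicates: singlicate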
V1aR counter – agonists of human V1a receptor, primary screen, counter-screen for OXTR agonist project, fluorescence, CHO-V1R cells. Vasopressin V1a receptor (Homo sapiens), P37288. hit rate 0.25% among 320,000. Fluo-8 calcium fluorescence, agonist mode; 0% DMSO, 100% 3 nM vasopressin. activation, % at 3 µM;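 active = activation above the mean activation of all tested compounds plus 3 SD, per screening run, cut at about 20% in these data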;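 note: signal is peak over basal fluorescence ratio across a 100 second FLIPR read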
Target sequence (P37288 whole entry, looked up): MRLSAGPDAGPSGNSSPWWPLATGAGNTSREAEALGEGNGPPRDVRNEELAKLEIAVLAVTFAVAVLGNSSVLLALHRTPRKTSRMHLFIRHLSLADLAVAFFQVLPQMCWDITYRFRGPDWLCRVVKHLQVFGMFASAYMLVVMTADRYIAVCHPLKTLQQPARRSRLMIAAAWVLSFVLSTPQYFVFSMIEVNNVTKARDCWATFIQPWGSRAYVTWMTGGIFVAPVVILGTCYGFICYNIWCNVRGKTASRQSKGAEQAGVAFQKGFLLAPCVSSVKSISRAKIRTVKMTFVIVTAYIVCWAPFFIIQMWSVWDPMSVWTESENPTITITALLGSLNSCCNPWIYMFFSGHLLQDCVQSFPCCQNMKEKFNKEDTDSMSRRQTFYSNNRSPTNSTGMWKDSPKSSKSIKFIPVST
CHO-K1 Ca ag – counter-screen for M1 agonists: effect in parental CHO-K1 cells; Fluo-8 calcium fluorescence; scaled to maximal ATP response, vehicle zero; activation, % at 3 µM; hit rate 0.48% among 360,000; AID 602248, 2012; in the data active = activation above about 15%;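 note: untransfected CHO-K1 host cells lacking M1 receptor as counterscreen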
GPR7 antagonist – GPR7 receptor antagonists, primary screen, cell-based, fluorescence, single concentration; Neuropeptides B/W receptor type 1 (Homo sapiens), P48145; GPR7-expressing cells, fluorescence antagonist assay; inhibition, % at 4.4 µM; hit rate 1.1% among 290,000; AID 1861, 2009; in the data active = inhibition above about 16%, passing the limit was not always enough;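 note: cells stimulated with the agonist NPW; 0% = agonist with vehicle and 100% = vehicle without agonist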
Target sequence (P48145 whole entry, looked up): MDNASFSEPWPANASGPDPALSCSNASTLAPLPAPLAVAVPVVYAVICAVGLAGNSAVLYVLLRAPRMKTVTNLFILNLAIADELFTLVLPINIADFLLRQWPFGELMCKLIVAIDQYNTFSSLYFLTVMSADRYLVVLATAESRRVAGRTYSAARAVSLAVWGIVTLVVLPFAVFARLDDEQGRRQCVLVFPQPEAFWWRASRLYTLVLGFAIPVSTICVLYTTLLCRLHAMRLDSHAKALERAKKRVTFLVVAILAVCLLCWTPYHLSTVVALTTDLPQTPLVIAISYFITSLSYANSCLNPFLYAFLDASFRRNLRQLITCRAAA
Starred values were filed as active, the others as inactive; x = no result given.

SMILES | CHO-K1 Ca antag | CHO parental Ca | OXTR agonist | TAAR1 antag | CHO-K1 Ca PAM | OXTR potentiator | V1aR counter | CHO-K1 Ca ag | GPR7 antagonist
O=C(COc1ccc(C(=O)Nc2ccc(Cl)cc2)cc1)NCc1ccccc1 | 3 | -4 | 1.3 | -1 | -12 | -6 | 2.7 | 0.6 | -8
C=C1C(=O)N(C)CCC1C(CC)C(=O)OC (stereo unspecified) | 1 | x | x | 0 | 1 | x | x | 0.8 | x
O=C(Nc1ccc2c(c1)OCCO2)NC1(C(F)(F)F)Oc2ccccc2O1 | 9 | -13 | 0.3 | 16 | 18 | -3 | 0.1 | -0.1 | -11
COc1ccc(NC(=O)CN(C)C(=O)c2cc(C3CC3)nn2-c2ccccc2)cc1 | -14 | -15 | -0.2 | -13 | 14 | -8 | 0.0 | 1.1 | x
CCN(CC)CCNc1nc(-c2ccc(OC(F)F)cc2)c(C)s1 | -11 | -3 | 0.0 | -11 | 2 | -10 | -0.1 | 1.0 | 1
O=C(O)CSCC(=O)NCc1c(Cl)cccc1Oc1ccccc1 | -9 | -14 | -1.4 | -19 | -1 | -4 | 0.6 | 0.0 | -6
Cc1noc(C)c1COc1ccc(C(=O)N2CCC(C(N)=O)CC2)cc1 | -24 | 0 | 1.3 | -11 | 18 | -6 | 0.0 | 1.0 | x
Cc1c(NC(=O)/C=C/c2cn(-c3ccccc3)nc2-c2ccc(F)cc2)c(=O)n(-c2ccccc2)n1C | 3 | -20 | -1.3 | 36 | -6 | -7 | -0.5 | -0.2 | x
CCOC(=O)c1c(C)[nH]c(N=Nc2ccc(C)cc2C)c1C | 17 | -33 | -1.3 | -6 | -9 | -6 | 0.3 | -0.1 | 1
O=[N+]([O-])c1cccc(/C=N/Nc2nc(N3CCOCC3)nc(N3CCOCC3)n2)c1 | -6 | -4 | -0.3 | 21 | 21 | 0 | 0.6 | 1.0 | 6
O=C(NCCC1=CCCCC1)C1CCN(S(=O)(=O)N2CCOCC2)CC1 | -3 | -5 | 1.5 | -11 | 12 | -3 | 0.9 | 0.4 | -6
Cc1c(NS(=O)(=O)c2cccc(C(=O)N3CCC(C(N)=O)CC3)c2)c(=O)n(-c2ccccc2)n1C | -15 | -10 | 1.6 | -8 | 17 | -2 | 0.5 | 1.6 | x
Cc1ccc(Sc2ncnc3onc(C)c23)c(C)c1 | -12 | x | x | 8 | 13 | x | x | -0.6 | -12
COC(=O)[C@H](CCSC)NC(=O)Nc1ccc(C(C)C)cc1 | -11 | -11 | -2.1 | 5 | 16 | -1 | -1.3 | 0.9 | 4
Cn1nc(CC(=O)N2CCN(c3ccccc3)CC2)c2ccccc2c1=O | 7 | -20 | 1.4 | -13 | -7 | -10 | 2.6 | 0.6 | -11
CCCCN1C2=NCCCN2c2cc(C)c(C)cc21 | -4 | -12 | 0.7 | -10 | -2 | 3 | 0.9 | -0.4 | 8
c1ccc(Cn2ccc(-c3cnc(-c4ccccc4)s3)n2)cc1 | -5 | -11 | -0.3 | 9 | 11 | -17 | -0.2 | 1.1 | -8
CC(C)c1ccc(/C=N/NC(=O)CC(=O)NC2CCCCC2)cc1 | 0 | -12 | -3.3 | -20 | -7 | -7 | -0.6 | 0.0 | 1
COc1cc(CCNc2ccc3nnc(-c4ccccc4)n3n2)cc(OC)c1OC | 12 | -7 | 3.0 | 33 | -5 | -5 | 1.4 | 2.8 | 5
COc1ccc(-c2sc3ccc(OC)cc3c2-c2ccc(OC)nc2)cc1 | -2 | -14 | -0.2 | 25 | -17 | -7 | 1.3 | 0.1 | x
COc1ccc(-c2cc(C(=O)Nc3ccccc3O)c3ccccc3n2)cc1OC | 12 | -22 | 2.5 | 34 | -8 | -9 | 3.7 | 2.0 | 18
CNC(=S)n1cnc(N)n1 | -7 | -2 | 0.7 | -2 | 11 | -1 | 0.4 | 4.8 | -11
O=C(Nc1ccc(F)cc1)C1CCN(c2ncnc3c2nc2n3CCCCC2)CC1 | -11 | 65* | 0.7 | -44 | -3 | -17 | 3.1 | 5.1 | -3
Cc1ccc(/C=c2/sc3nnc(-c4ccccc4Cl)n3c2=O)o1 | -5 | -13 | -0.6 | 11 | 14 | 0 | -0.9 | 0.2 | -16
COc1ccc(OC)c(CNC(=O)CCCc2cn(C)c3ccccc23)c1 | 9 | -23 | -1.3 | -7 | 5 | 2 | -0.2 | -0.1 | 8
O=C(Oc1cccnc1)c1cc(S(=O)(=O)N2CCCCC2)ccc1Cl | -4 | -17 | -0.4 | 11 | 11 | -5 | -0.2 | 0.2 | -4
O=C(CCCc1ccccc1)Nc1cccc([N+](=O)[O-])c1 | 1 | 4 | -1.4 | 2 | 8 | -12 | 3.5 | 5.6 | 17
O=Cc1sc([O-])nc1-[n+]1ccc2ccccc2c1 | x | -17 | 1.3 | x | x | -2 | 0.6 | x | 0
Cc1cn([C@H]2C[C@H](O)[C@@H](CCC(=O)NC(c3ccccc3)c3ccccc3)O2)c(=O)[nH]c1=O | -5 | x | x | -5 | 12 | x | x | 0.8 | x
Nc1nnnn1/N=C/c1cc(Cl)cc(Cl)c1OCc1ccc(Cl)cc1Cl | -16 | -11 | -0.3 | 0 | -3 | -8 | 1.6 | 0.2 | -1
O=c1oc2c3c4c(cc2s1)CCCN4CCC3 | 5 | -6 | -0.8 | 9 | -4 | -16 | 1.8 | 0.5 | -19
CCOc1ccc(C(=O)Nc2ccc(S(=O)(=O)NCC3CCCO3)cc2)cc1OCC (stereo unspecified) | 1 | -4 | -0.6 | -17 | -17 | 4 | 1.4 | 1.7 | -16
CCN1CCCC1CN(Cc1cc2ccc(C)cc2[nH]c1=O)C(=S)Nc1ccccc1OC (stereo unspecified) | -1 | -2 | 0.7 | 12 | 9 | -5 | -0.2 | -0.4 | -9
O=C(NCCCCNC(=O)c1ccc(Br)s1)c1ccc(Br)s1 | -12 | -12 | -2.0 | 22 | 7 | -1 | -0.6 | 0.5 | 13
CCNC(=S)NNC(=O)c1csc2ccccc12 | -13 | -8 | 0.7 | 8 | 19 | -4 | 0.2 | 0.2 | -4
CSc1ncnc2ncn(C)c12 | 5 | x | x | 0 | -5 | x | x | 3.8 | x
C=C(C)COc1ccc(-c2ncncc2-c2ccc(Cl)cc2)c(O)c1 | -20 | -40 | -0.3 | 0 | 14 | -7 | 0.0 | 1.2 | -25
O=C(N/N=C/c1c(Cl)cccc1Cl)c1ccc(-n2cnnn2)cc1 | 13 | 1 | 0.0 | 9 | 1 | -2 | 0.1 | 1.4 | x
COc1ccc(OC)c(NC(=O)C2CCN(S(=O)(=O)c3c(C)noc3C)CC2)c1 | -10 | -9 | 0.0 | -9 | 15 | -7 | 4.7 | 0.5 | -7
CCOCC(=O)Nc1cc(C(=O)Nc2ccc(F)cc2)ccc1Cl | x | -18 | -2.9 | x | x | -5 | -0.2 | x | -5
CC(C)C[C@H]1CN(CCCC[C@@H]2CNC(=O)C(=O)N2CCc2ccccc2)C(=O)C(=O)N1Cc1ccccc1 | -11 | x | x | -1 | 15 | x | x | 0.3 | x
CCN(C(=O)CSc1nc2ccccc2c(=O)n1CCOC)C1CCS(=O)(=O)C1 (stereo unspecified) | -9 | -6 | -0.4 | -13 | 8 | -4 | 0.1 | 0.4 | -4
Cc1cc(NC(=O)CCC(=O)N(c2ccccc2)C(C(=O)NC2CCCC2)c2ccncc2)no1 (stereo unspecified) | -1 | -17 | -2.0 | -24 | 10 | -11 | 0.0 | 0.6 | -13
COC(=O)CCCC1=CC2=C(c3ccccc3)C(=O)C(C)(OC(=O)C3CCCC3)C(=O)C2=CN1C1CCCCC1 (stereo unspecified) | -13 | -11 | -0.8 | -7 | 15 | -4 | 0.2 | -0.5 | x
N#CCc1ccc(Oc2ncccn2)cc1 | -10 | -3 | 1.5 | 1 | 4 | 0 | 1.1 | 0.5 | -5
Cc1c(OCc2ccc(C(=O)O)cc2)ccc2c(-c3ccccc3)cc(=O)oc12 | -7 | 10 | 0.1 | -6 | 19 | 0 | 0.4 | 1.0 | -15
Cc1ccc(C)c(OCCC(=O)OCC(=O)NC2CCS(=O)(=O)C2)c1 (stereo unspecified) | -11 | -3 | 0.3 | -7 | 14 | -9 | -0.5 | 2.0 | x
O=C(CSCCO)Nc1cccc2ccccc12 | -14 | -9 | -0.2 | -9 | 18 | 1 | -0.3 | 0.7 | -2
O=C1CC(Sc2ncccn2)C(=O)N1c1ccccc1C(F)(F)F (stereo unspecified) | 5 | -4 | 1.1 | -6 | 21 | -8 | -0.2 | 0.5 | -4
Cc1cccn2c(=O)c3cc(C(=O)N4c5ccccc5CC4C)n(C)c3nc12 (stereo unspecified) | -15 | 11 | -1.2 | 1 | 15 | -4 | 0.7 | 0.6 | -13

(listing goes on)
SMILES | CHO-K1 Ca antag | CHO parental Ca | OXTR agonist | TAAR1 antag | CHO-K1 Ca PAM | OXTR potentiator | V1aR counter | CHO-K1 Ca ag | GPR7 antagonist
COc1cc2nc(CC(C)C)n(NC(=O)c3ccccc3Br)c(=O)c2cc1OC | -5 | -16 | -0.6 | 7 | 10 | -13 | 0.4 | 2.0 | 15
COc1ccc(-n2c(NCCN(C)C)nc3sc4c(c3c2=O)CCCCC4)cc1 | -14 | -14 | 8.7 | -3 | 4 | -2 | 1.6 | 2.3 | 2
COCCNC(=O)c1cc2c(-c3ccccc3F)nn(C)c2s1 | -12 | -10 | 0.2 | 4 | 8 | -6 | 0.5 | 0.2 | -5
CCC(C)(C)n1nnnc1C(c1ccc2ncccc2c1)N1CCN(c2ccc(O)cc2)CC1 (stereo unspecified) | -19 | -20 | 1.7 | -42 | 17 | -1 | -0.1 | 0.6 | -8
O=C(Nc1ccon1)c1ccc(Br)o1 | -14 | 0 | 0.1 | x | 23 | 1 | 0.8 | 0.8 | 4
COc1cccc(CN(C(=O)/C=C/c2ccco2)C2CCS(=O)(=O)C2)c1 (stereo unspecified) | 0 | -17 | 0.7 | -1 | -13 | -7 | 1.2 | 0.3 | 1
